Screening data: PubChem BioAssay, National Center for Advancing Translational Sciences (NCATS)
EPAC1 ag = qHTS for Agonist of cAMP-regulated guanine nucleotide exchange factor 3 (EPAC1): primary screen. Rap guanine nucleotide exchange factor 3 (Homo sapiens), O95398. EPAC1 agonist qHTS, biochemical assay; response scale: 100% = response to 6.5 mM cAMP. Potency, µM (top dose mostly 154 µM), without a hit: top-dose activation, most hits filed as activators. hit rate 0.073% among 360,000. AID 720707, 2013; also: nearly all actives have a fitted effect of over 60% in size
Target sequence (O95398 whole entry, looked up): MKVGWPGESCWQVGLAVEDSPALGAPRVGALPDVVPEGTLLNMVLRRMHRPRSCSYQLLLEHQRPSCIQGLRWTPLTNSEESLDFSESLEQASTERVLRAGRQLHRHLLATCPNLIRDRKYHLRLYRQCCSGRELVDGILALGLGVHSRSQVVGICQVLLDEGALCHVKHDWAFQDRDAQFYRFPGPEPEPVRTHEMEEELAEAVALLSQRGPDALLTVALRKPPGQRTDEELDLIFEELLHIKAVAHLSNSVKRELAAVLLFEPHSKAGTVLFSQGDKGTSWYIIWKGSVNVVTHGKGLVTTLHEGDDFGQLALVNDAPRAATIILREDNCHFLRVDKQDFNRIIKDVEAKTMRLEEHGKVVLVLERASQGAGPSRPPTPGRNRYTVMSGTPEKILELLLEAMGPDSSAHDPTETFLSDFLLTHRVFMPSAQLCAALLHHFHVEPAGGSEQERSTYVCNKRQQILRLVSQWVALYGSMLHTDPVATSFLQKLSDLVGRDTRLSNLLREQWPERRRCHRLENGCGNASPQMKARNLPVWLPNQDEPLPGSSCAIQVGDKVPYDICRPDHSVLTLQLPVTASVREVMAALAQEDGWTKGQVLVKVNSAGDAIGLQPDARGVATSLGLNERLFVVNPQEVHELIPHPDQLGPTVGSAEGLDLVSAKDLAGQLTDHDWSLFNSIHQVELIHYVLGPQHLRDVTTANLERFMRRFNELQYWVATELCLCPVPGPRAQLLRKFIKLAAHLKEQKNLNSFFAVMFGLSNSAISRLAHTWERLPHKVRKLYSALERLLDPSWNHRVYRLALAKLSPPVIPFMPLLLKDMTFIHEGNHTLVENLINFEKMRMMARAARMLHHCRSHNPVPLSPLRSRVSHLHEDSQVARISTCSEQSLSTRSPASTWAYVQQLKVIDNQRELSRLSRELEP
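Read-out is the fluorescence drop as BODIPY-GDP leaves Rap1B (480 nm excitation, 540 nm emission), recorded every 5 minutes over 30 minutes. Reactions held 100 nM EPAC1, 250 nM Rap1B–BODIPY-GDP and 50 uM GDP, with 6.5 mM cAMP setting full activation.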
EPAC1 antagonist = qHTS for Antagonist of cAMP-regulated guanine nucleotide exchange factor 3 (EPAC1): primary screen; EPAC1 GEF assay, Rap1b-BODIPY-GDP exchange fluorescence; Potency, µM (titrated, usually from 115 µM), without a hit: at the highest dose activity change, negative = inhibition, hits mostly inhibitors; hit rate 0.14% among 360,000;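 also: plate controls were vehicle for no effect and positive control for full effect; nearly all actives have a fitted effect of over 50% in size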
FUS suppressor = qHTS for Suppressors of FUS Proteinopathy: Primary screen using FUS-linked yeast assay; hit rate 0.24% among 390,000; S. cerevisiae FUS-expressing, growth rescue, OD600, 24 h; AID 1347120, 2019; Potency, µM (highest dose often 76.6 µM), inactives show at the top dose growth rescue (activation), usual class: activators;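 also: plate controls were DMSO vehicle for no effect and reference control for full effect; nearly all actives have a fitted effect of over 55% in size; some results filed as inactive show a strong effect at the top dose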
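Yeast expressing FUS under galactose induction, OD 0.005 in 2% galactose medium; compounds in a dilution series, 24 h at 30C. Growth rescue by absorbance at 600 nm; CP55940 positive control, DMSO negative.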
PTHR1 agonist = qHTS for PTHR1 Agonists: Primary Screen | HEK293 GP2 PTHR1 cells, GloSensor cAMP luminescence, 1 h | Potency, µM (titrated, usually from 115 µM), for inactives: top-dose activation, most hits filed as activators | hit rate 0.075% among 410,000 | AID 743266, 2014; also: nearly all actives have a fitted effect of over 55% in size; some results filed as inactive show a strong effect at the top dose; inactives centre near -15; many of its hits are not listed in these tables
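HEK-293-derived GP2 cells expressing PTHR1 and a GloSensor cAMP reporter, 3,000/well, plated overnight, given luciferin plus IBMX (each 0.5 mM as added) for 1 h at 37 °C, then compound for 1 h at 37 °C. Luminescence was read after 15 min at room temperature.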
EPAC2 ag = qHTS for Agonist of cAMP-regulated guanine nucleotide exchange factor 4 (EPAC2): primary screen; EPAC2 activation, biochemical qHTS; response scale: 100% = 6.5 mM cAMP response; Rap guanine nucleotide exchange factor 4 (Homo sapiens), Q8WZA2; hit rate 0.079% among 360,000; Potency, µM (doses to about 154 µM), without a hit: at the highest dose activation, hits mostly activators; also: nearly all actives have a fitted effect of over 50% in size
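Setup: EPAC2 100 nM, labeled Rap1B complex 250 nM, free GDP 50 uM. Compound titrations pinned in, brief spin, 5 min room temperature incubation. Kinetic fluorescence read over 30 min, normalized to 6.5 mM cAMP.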
EPAC2 antag = qHTS for Antagonist of cAMP-regulated guanine nucleotide exchange factor 2 (EPAC2): primary screen; Rap guanine nucleotide exchange factor 4 (Homo sapiens), Q8WZA2; AID 720708, 2013; EPAC2 GEF exchange of Rap1B-BODIPY-GDP, fluorescence; hit rate 0.18% among 360,000; Potency, µM (highest dose often 114 µM), without a hit: at the top dose activity, negative = inhibition, actives largely listed as inhibitors; also: % is scaled to controls: 0 for no effect and ±100 for the full control effect; nearly all actives have a fitted effect of over 45% in size; many of its hits are not listed in these tables
aSyn yeast inh = qHTS of alpha-syn Inhibitors; hit rate 0.14% among 370,000; AID 652106, 2013; Potency, µM (titrated, usually from 46.1 µM), for inactives: at the top dose growth rescue (activation), most hits filed as activators; Yeast expressing alpha-synuclein, growth rescue, BacTiter-Glo, 24 h; also: % of control where 0% means no effect; nearly all actives have a fitted effect of over 65% in size
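Readout is rescue of growth in alpha-synuclein-expressing yeast, so inhibitors of toxicity appear as activators. Growth after 24 hr at 30 deg C in galactose medium is quantified by luminescence.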
TDP43 rescue = qHTS of TDP-43 Inhibitors; Potency, µM (series often up to 46.1 µM), inactives show at the highest dose growth rescue (activation), actives largely listed as activators; TDP-43 expressing yeast growth rescue, BacTiter-Glo, 24 h; AID 652104, 2013; hit rate 1.8% among 410,000; also: % of control where 0% means no effect; nearly all actives have a fitted effect of over 50% in size
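Readout is BacTiter-Glo luminescence of cell growth, so inhibitors register as activators. TDP-43-expressing yeast at OD600=0.02 in galactose medium, after raffinose pregrowth to mid-log, were incubated with compound for 24 hr at 30 deg C.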
* = called active by the depositor; i = inactive; ? = inconclusive; nt = not tested or not shown; [ ] = remark or other dose. Calls follow the shape of the dose curve; as a rule, active = well fitted curve in the direction sought with a large enough effect; inconclusive = small, poorly fitted or top-dose-only effect, or another doubt; inactive = no such curve, though single readings can be large; an effect the other way counts as inactive or inconclusive. Potency is read from the fitted curve at half-maximal effect. Only part of the results is shown; the hit share may differ from the screen's.

SMILES	EPAC1 ag	EPAC1 antagonist	FUS suppressor	PTHR1 agonist	EPAC2 ag	EPAC2 antag	aSyn yeast inh	TDP43 rescue
O=C(CCN1C(=O)C2CCCCC2C1=O)N1CCN(S(=O)(=O)c2c(F)cccc2F)CC1 (centres undefined)	1%	-1%	0%	i	-5%	6%	2%	0%
O=C(COc1ccccc1Cl)c1ccc[nH]1	14%	9%	2%	-6%	10%	-12%	10%	20%
Cc1ccc(S(=O)(=O)n2nc(OC(=O)c3ccco3)cc2N)cc1	3%	11%	32%	i	0%	16%	-4%	4%
CCOC(=O)N1CCC(NC(=O)C2CCN(S(=O)(=O)c3c(C)noc3C)CC2)CC1	4%	16%	2%	i	-9%	0%	-2%	-7%
CCCCSc1nnc([C@H](CC(C)C)NC(=O)OC(C)(C)C)o1	-24%	-6%	13%	-7%[57.5 µM]	1%	-1%	0%	24%
CN(CC(=O)NCC1CCCCC1)S(=O)(=O)c1ccc(F)cc1	3%	7%	-9%	i	11%	-4%	6%	6%
CC(=O)Nc1ccc(NC(=O)CCc2nc3sc4c(c3c(=O)[nH]2)CCCC4)cc1	-5%	-4%	1%	i	-4%	22%	-2%	6%
COc1ccc(NC(=O)Cn2nnc(C(=O)NCCc3ccc(OC)c(OC)c3)c2N)cc1	0%	3%	28%	i	-2%	5%	-1%	-1%
Cc1ccc(/C=N/n2c(-c3cccs3)n[nH]c2=S)cc1	-3%	-4%	-4%	i	-7%	-5%	-5%	-14%
CC1Cc2ccccc2N1C(=O)CCS(=O)(=O)c1ccc2c(c1)NC(=O)CS2 (centres undefined)	0%	9%	4%	-41%[inhibitor]	-5%	13%	3%	?
CCOc1ccccc1/C=C\c1nc(O)c([N+](=O)[O-])c(=O)[nH]1	-8%	-13%	-16%	-4%	1%	0%	9%	10%
COc1cc([N+](=O)[O-])ccc1NC(=O)C[n+]1ccccc1C	3%	-6%	8%	i	-6%	6%	0%	7%
N=c1c2c3c(sc2ncn1N)CCC3	-1%	5%	-6%	i	2%	3%	8%	17%
COc1ccc([N+](=O)[O-])cc1NC(=O)CSc1ncccn1	-7%	11%	-6%	i	2%	2%	12%	7%
COc1ccc(NC(=O)c2c3c(nc4ccccc24)CCC3)cc1S(=O)(=O)N1CCOCC1	-6%	?	nt	-32%[inhibitor]	6%	-1%	2%	16%
Nc1ccc(CNC(=O)c2cc3cc(Cl)ccc3nc2N)cc1	6%	-1%	16%	-46%[inhibitor]	4%	5%	3%	12%
CNC(=O)CSc1nnnn1-c1ccc2c(c1)OCCO2	7%	-12%	30%	i	9%	-11%	-15%	-28%
Clc1ccc(Oc2cnns2)cc1Cl	7%	-8%	6%	i	10%	0%	1%	15%
Cc1cc(C)c2nc(Cl)c(C3NC(=O)c4ccccc4N3)cc2c1 (centres undefined)	6%	-6%	-10%	-94%[inhibitor]	12%	-17%	-3%	6%
CCC(C)C(NC(=O)C1CCC(C)CC1)C(=O)NCc1cccnc1 (centres undefined)	2%	-2%	25%	i	7%	-2%	2%	19%
O=C(NC(=S)NNC(=O)[C@H]1C[C@@H]1c1ccccc1)c1ccc(F)cc1	-7%	5%	9%	-26%	-4%	?	3.5µM*	10µM*
Cc1ccc(OCC(=O)NN=C2C3CC4CC(C3)CC2C4)cc1	13%	-4%	-1%	-15%	4%	1%	-11%	19%
CC(CSC(=O)c1ccccc1)C(=O)N1c2ccccc2CC1C(=O)O (centres undefined)	-15%	-11%	0%	-3%	10%	-4%	-5%	5%
CCOC(=O)C1=NN(c2ccccc2)C(=O)/C1=C\c1ccc(N(C)C)cc1	4%	6%	31%	-48%[inhibitor][57.5 µM]	-9%	-2%	-8%	-19%
O=C(/C=C/c1ccccc1Cl)Nc1ccccc1	11%	-6%	10%	-21%	15%	-6%	-8%	-66%[inhibitor]

(continued)
SMILES	EPAC1 ag	EPAC1 antagonist	FUS suppressor	PTHR1 agonist	EPAC2 ag	EPAC2 antag	aSyn yeast inh	TDP43 rescue
COc1ccc(CNc2ccc(Cl)cc2)cc1Cn1ccnc1	9%	-4%	9%	-12%	14%	-4%	1%	14%
COc1cc2nc(CCc3ccccc3)oc(=O)c2cc1OC	9%	-5%	17%	?	5%	4%	5%	11%
COc1ccc(CC(=O)OCn2nnc3ccccc3c2=O)cc1	1%	5%	?	-19%	6%	7%	-2%	6%
Cn1c(=O)cc(OCCCC(=O)NCCN2CCN(c3ccccc3F)CC2)c2ccccc21	0%	14%	-4%	i	17%	-7%	-5%	14%
CC(C)CC(=O)n1sc(NC(=O)c2ccccc2)nc1=O	6%	-2%	nt	-46%[inhibitor]	11%	10%	-31%[inhibitor]	6%
C=CCn1c(-c2sc3nc(C)cc(C)c3c2N)n[nH]c1=S	11%	-25%	35%	10%	5%	5%	2%	-25%
O=C(NCc1ccccc1)Nc1cccn(Cc2ccccc2F)c1=O	-14%	0%	nt	-30%[inhibitor]	-8%	3%	-5%	5%
CCOC(=O)N1CCN(C(=O)C2CCN(S(=O)(=O)N3CCCC3)CC2)CC1	1%	18%	-8%	?	4%	23%	-2%	-29%
COc1cc(C2CC(=O)OC3=C2C(=O)CC(C)(C)C3)cc(OC)c1OC (centres undefined)	9%	1%	0%	i	-2%	-6%	-4%	19%[9.22 µM]
CCN1CCc2c(sc(NC(=O)c3ccc(S(=O)(=O)N4CCCC4)cc3)c2C(=O)NC)C1	-1%	5%	19%	i	2%	-2%	0%	13%
CCOC(=O)c1ccc(COC(=O)c2cc3ccccc3oc2=O)o1	-15%	-7%	-3%	-20%[57.5 µM]	-7%	0%	4%	2%
Cc1ccc(S(=O)(=O)NCC(=O)NCCc2c[nH]c3ccccc23)cc1C	5%	-4%	nt	-30%[inhibitor]	1%	8%	-4%	-9%
S=C(NCCN1CCOCC1)NC1CCCCC1	1%	4%	2%	-13%	0%	3%	0%	-7%
O=C(NCc1cccc2ccccc12)Nc1ccccc1	-2%	-29%	-14%	-21%	2%	-10%	-1%	7%
Cc1sc2nc(CN3CCN(c4ccc(O)cc4)CC3)[nH]c(=O)c2c1C	3%	1%	7%	-23%	5%	-2%	3%	11%
C[C@@H]1CN([C@H](C)CO)S(=O)(=O)c2ccc(Br)cc2O[C@H]1CN(C)C(=O)C1CC1	15%	5%	2%	i	1%	-2%	0%	0%
O=C(CSc1nnc(-c2ccco2)n1Cc1ccco1)N1CCOCC1	-6%	0%	20%	i	-1%	7%	-11%	0%
O=C(COc1ccccc1[N+](=O)[O-])N/N=C/c1ccccn1	10%	-8%	-26%	-31%[inhibitor]	6%	4%	-3%	-4%
O=C(Oc1ccc(-c2nnco2)cc1)c1ccco1	4%	-20%	-17%	i	2%	4%	11%	-15%
COc1cccc2sc(Nc3nnc(-c4cccs4)o3)nc12	5%	-10%	-24%	-13%	-6%	-5%	1%	-28%
Cc1cccc(-c2c3c(=O)n(C)c(=O)n(C)c3cn2CCO)c1	1%	-5%	13%	i	4%	9%	5%	-17%
CN1CCN(Cc2nc3c(c(=O)[nH]c(=O)n3C)n2CCc2ccccc2)CC1	-22%	1%	-13%	9%	15%	5%	-1%	-1%
CCOC(=O)c1nnn(CC(=O)N2N=C(c3cccc4ccccc34)CC2c2ccccc2)c1C(=O)OCC (centres undefined)	-4%	5%	29%	i	10%	3%	-13%	-6%
Cn1c(=O)n(Cc2ccccc2)c(=O)c2c1nc1n2CCCN1Cc1ccccc1	11%	-11%	-18%	-17%	10%	2%	0%	11%
CC1CN(C(=O)c2cccc(S(=O)(=O)N3CCN(c4ccc(F)cc4)CC3)c2)CC(C)O1 (centres undefined)	-4%	6%	14%	-41%[inhibitor]	0%	4%	0%	2%

Limited to EPAC2 ag, EPAC2 antag and PTHR1 agonist (four entries from above):
SMILES	EPAC2 ag	EPAC2 antag	PTHR1 agonist
O=C(COc1ccccc1[N+](=O)[O-])N/N=C/c1ccccn1	6%	4%	-31%[inhibitor]
O=C(Oc1ccc(-c2nnco2)cc1)c1ccco1	2%	4%	i
COc1cccc2sc(Nc3nnc(-c4cccs4)o3)nc12	-6%	-5%	-13%
Cc1cccc(-c2c3c(=O)n(C)c(=O)n(C)c3cn2CCO)c1	4%	9%	i

Other entries:
SMILES	EPAC1 ag	EPAC1 antagonist	FUS suppressor	PTHR1 agonist	EPAC2 ag	EPAC2 antag	aSyn yeast inh	TDP43 rescue
CCn1c(SCC(=O)c2ccc(Cl)cc2)nnc1C(C)C	7%	3%	21%	-6%[57.5 µM]	11%	9%	-2%	-17%
O=C(CCC(=O)Nc1ccccc1Cl)N/N=C/c1c[nH]c2ccccc12	-11%	6%	18%	-24%	-1%	6%	0%	-2%
COc1ccc(-c2cc(=O)oc3cc(OCc4nn[nH]n4)ccc23)cc1	3%	-9%	16%	-3%[57.5 µM]	8%	-1%[57.1 µM]	-4%	3%
CC1(C)C(=O)NCCN1C(=O)CC1C(=O)NCCN1Cc1cccc(C(F)(F)F)c1 (centres undefined)	-2%	-4%	0%	-4%	5%	7%	-2%	4%
Cc1ccccc1S(=O)(=O)NC(=O)C1(C)CCN1C(=O)C1(c2ccccc2)CCCC1 (centres undefined)	-9%	4%	33%	-6%	0%	-24%	-1%	35µM*
Cc1cc(C)cc(NC(=O)CCc2c(C)nn(-c3ccc(N4CCOCC4)nn3)c2C)c1	-4%	?	8%	i	0%	-8%	-6%	-18%
COc1ccc(N2CC(C(=O)N[C@@H](C)C(=O)NCc3ccccc3OC)CC2=O)cc1 (some centres undefined)	7%	-1%	-1%	i	1%	-9%	-1%	13%
CCOC(=O)Cn1c(=O)n(CC2CCCO2)c2nc(-c3c(F)cccc3Cl)nc(C(N)=O)c21 (centres undefined)	nt	nt	11%	-1%	nt	nt	3%	30%
O=C(CSc1nnc(-c2ccncc2)s1)Nc1ccccc1	9%	9%	-3%	i	-1%	1%	-1%	2%
